EP2 modulator: modulates human prostaglandin E2 receptor EP2 signaling; EP2-expressing cells, cAMP HTRF FRET, PGE2 co-stimulation; induction, % at 25 µM; 260,000 tested, 0.83% active;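 active = compounds whose cAMP rise, as percent of the full-agonist control response, exceeds 60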;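 also: rat C6 glioma line stably carrying human EP2 under a CMV promoter; the protocol text gives 20 µM as final concentration; 100% = response of wells given 1 µM PGE2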
Target sequence (P43116 whole entry, looked up): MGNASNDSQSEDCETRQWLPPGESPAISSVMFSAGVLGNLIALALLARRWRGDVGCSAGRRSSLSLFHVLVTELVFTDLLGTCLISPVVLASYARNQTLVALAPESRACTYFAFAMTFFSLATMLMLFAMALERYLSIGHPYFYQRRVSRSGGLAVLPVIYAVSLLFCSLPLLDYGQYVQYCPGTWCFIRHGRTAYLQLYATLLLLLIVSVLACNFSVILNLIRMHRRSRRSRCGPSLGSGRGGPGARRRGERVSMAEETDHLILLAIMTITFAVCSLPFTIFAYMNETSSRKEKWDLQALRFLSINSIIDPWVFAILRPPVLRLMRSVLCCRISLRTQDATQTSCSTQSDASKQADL
Hck Nef HTS: human Hck-Nef kinase inhibition; P08631; Recombinant Hck-YEEI plus Nef, Z-Lyte FRET kinase assay; inhibition, % at 20 µM; 220,000 tested, 0.68% active;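 active = Hck-Nef kinase inhibition above about 50%, limit read from the data; inactive = inhibition below that limit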;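 also: 0% = DMSO with Hck plus Nef and 100% = Hck alone without Nef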
EP2 antag: EP2 receptor (human) inhibition. AID 1422. 260,000 tested, 0.52% active. P43116. inhibition, % at 25 µM. C6 glioma cells expressing human EP2, cAMP TR-FRET; cells stimulated with saturating PGE2;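 active = percent inhibition above 40 after rounding to a whole number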;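 also: rat C6 glioma host cells with rolipram phosphodiesterase inhibitor present; the protocol text gives 20 µM as final concentration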
Calpain2 inh: inhibitors of pig calpain II | purified calpain II, fluorogenic peptide substrate, 30 min | inhibition, % at 16 µM | 220,000 tested, 0.37% active;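 active = inhibition above about 50%, limit read from the data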
L929 necroptosis: blocks zVAD induced death of L929 cells | L929 zVAD necroptosis rescue, ATP luminescence, 24 h; with zVAD 60 µM | viability rescue, % at 10 µM | 220,000 tested, 0.38% active;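 active = activation, scaled between plate controls, above about 75%, limit read from the data; inactive = activation under that limit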;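 also: 0% = zVAD with DMSO and 100% = DMSO alone without zVAD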
14-3-3 Bad inh: disrupts binding of bovine 14-3-3 zeta to phospho-Bad peptide; TR-FRET 14-3-3zeta/Dy647-pBad peptide displacement, 1 h; inhibition, % at 21.7 µM; 220,000 tested, 0.71% active; AID 781;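 active = inhibition above about 70%, limit read from the data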;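 also: 0% = full 14-3-3 plus peptide FRET controls and 100% = background without 14-3-3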
Target sequence (P63103 whole entry, looked up): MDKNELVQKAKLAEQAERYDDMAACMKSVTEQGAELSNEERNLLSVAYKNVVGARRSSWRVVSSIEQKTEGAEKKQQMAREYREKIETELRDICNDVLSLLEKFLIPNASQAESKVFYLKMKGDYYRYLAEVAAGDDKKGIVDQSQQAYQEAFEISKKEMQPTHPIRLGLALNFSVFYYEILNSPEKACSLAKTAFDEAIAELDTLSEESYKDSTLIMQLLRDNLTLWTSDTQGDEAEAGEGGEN
eIF4E 4G PPI: blocks eIF4E binding to eIF4G | P63073+Q04637 | TR-FRET eIF4E-eIF4GI(517-606) binding, 2 h | inhibition, % at 21.7 µM | 220,000 tested, 0.37% active | AID 782;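 active = inhibition above about 30%, limit read from the data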;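 also: 0% = full FRET control wells and 100% = background wells lacking eIF4GI fragment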
TbHK1 inh: blocks Trypanosoma brucei hexokinase 1 activity | recombinant TbHK1, G6PDH-coupled NADH A340 | AID 1430 | 220,000 tested, 0.11% active | inhibition, % at 10 µM;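 active = inhibition of 50% or more in the single-dose primary screen; inactive = inhibition below 50%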
Rad51 HR inh: blocks human Rad51 in homologous recombination. inhibition, % at 10 µM. 200,000 tested, 0.085% active. hRad51 DNA strand exchange, fluorescence dequenching;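 active = inhibition above 40% at the single screening dose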;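 also: 0% = DMSO control wells and 100% = blanks with heterologous ssDNA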
Target sequence (Q06609 whole entry, looked up): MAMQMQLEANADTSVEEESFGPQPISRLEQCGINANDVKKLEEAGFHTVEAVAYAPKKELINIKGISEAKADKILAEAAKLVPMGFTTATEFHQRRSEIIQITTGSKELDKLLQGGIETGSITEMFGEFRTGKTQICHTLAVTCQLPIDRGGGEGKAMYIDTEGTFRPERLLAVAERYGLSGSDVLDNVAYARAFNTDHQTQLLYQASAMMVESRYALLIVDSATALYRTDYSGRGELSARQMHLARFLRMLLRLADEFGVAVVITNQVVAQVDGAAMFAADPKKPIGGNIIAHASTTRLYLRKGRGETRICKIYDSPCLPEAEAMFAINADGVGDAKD
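System: human Rad51 nucleoprotein filaments preassembled on unlabelled ssDNA. Reagent: labelled 47-mer dsDNA for strand exchange. Schedule: 30-min compound preincubation and 15-min exchange, both room temperature. Measured by: FRET fluorescence dequenching, excitation 485 nm, emission 520 nm. Read-out: Fluorescence-based percent inhibition, control- and blank-normalised. Benchmarks: plate controls and plate blanks.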
Active calls of the source: *; . = not tested or not shown; & = joins results of further samples; [ ] = another dose, or the depositor's remark. Only part of the results is shown; the hit share may differ from the screen's.

Below each SMILES – EP2 modulator	Hck Nef HTS	EP2 antag	Calpain2 inh	L929 necroptosis	14-3-3 Bad inh	eIF4E 4G PPI	TbHK1 inh	Rad51 HR inh
1) CN1CCN(CC(O)COc2ccc(C34CC5CC(CC(C5)C3)C4)cc2)CC1 (stereo not drawn)
    -27	-27	11	-18	-1.9	-133	-18	-4	3
2) O=C(CSc1ncccc1-c1nc2ccccc2[nH]1)N1CCCCC1
    -2	0	8	-3	-0.1	-9	1	1	0
3) COc1ccc(/C=C(\C#N)C(=O)NC2CCS(=O)(=O)C2)cc1OC (stereo not drawn)
    -10	6	5	5	0.2	-4[fluorescence artefact?]	7	-33	3
4) Cc1ccc2c(N)c(C)ccc2c1
    -38	1	9	-378	0.0	-22	1	-2	8
5) CCOC(=O)C1CCCN(CCC(=O)Nc2ccc3c(c2)CCC3)C1 (stereo not drawn)
    6	3	7	13	0.0	5	3	0	-1
6) CCCc1nnc(NC(=O)COC(=O)c2cc(C)nc3ccccc23)s1
    -15&1	1	7&4	-30	0.2	4	0	1	-1
7) O=C(COC(=O)c1ccc(Br)o1)Nc1ncc(Cl)cc1Cl
    8	27	4	-61	4.0	-9	6	6	25
8) Nc1nnc(/C=C/c2ccccc2Cl)s1
    -34	4	15	-68	-0.9	-9	-6	-30	2
9) COc1cccc(C(=O)NNC(=O)Cc2ccc(Cl)cc2)c1
    -15	4	5	-15	1.4	-5	4	30	12
10) O=C1OC(N2CCN(C(=O)c3ccco3)CC2)c2ccccc21 (stereo not drawn)
    28	2	19	24	0.0	-3	4[fluorescence artefact?]	1	5
11) COc1ccc(S(=O)(=O)N2CCOCC2)cc1NC(=O)CSc1nnc(C2CC2)n1N
    17	-19	1	13	1.5	1	-4	2	0
12) CC1Cn2c(CCc3ccccc3)nnc2S1 (stereo not drawn)
    -4	1	14	6	0.0	11[fluorescence artefact?]	0	2	-6
13) O=C(NCCNC(=O)c1ccco1)c1cccc(F)c1
    0	1	2	-24	-0.4	-5	-2[fluorescence artefact?]	0	1
14) Nc1oc2ccc(F)cc2c(=O)c1C=O
    4	7	11	-8	0.1	9	-3	3	8
15) CN(C)c1ccc(C(=S)Nc2ccccc2)cc1
    -1	4	6	0	1.0	-26[fluorescence artefact?]	15	-6	-6
16) Cc1nc(N2CCOCC2)nc(Oc2ccccc2F)c1[N+](=O)[O-]
    49	24	5	22	-0.6	-3	1	-18	8
17) CCN(CC)S(=O)(=O)c1cccc(C(=O)N[C@H](C(=O)NCc2ccccc2F)C(C)C)c1
    12	-1	6	16	-0.4	7	1	-8	-5
18) C=CCOc1ccc(C=Nc2cccc(Cl)c2)c(O)c1
    34	5	7	-5	0.6	1[fluorescence artefact?]	12	5	-4
19) Cc1ccc(C(=O)Nc2ccc(S(=O)(=O)N3CCCC3)cc2)s1
    -17	-5	4	-5	19	-9	0	3	5
20) Cc1n[nH]c(C)c1C(=O)CC1(O)C(=O)N(CCc2ccccc2)c2ccc(Cl)cc21 (stereo not drawn)
    9	1	13	13	0.6	-10	-5	2	5

7 entries from above, screen by screen:
(1) CN1CCN(CC(O)COc2ccc(C34CC5CC(CC(C5)C3)C4)cc2)CC1 (stereo not drawn)
(2) O=C(CSc1ncccc1-c1nc2ccccc2[nH]1)N1CCCCC1
(3) COc1ccc(/C=C(\C#N)C(=O)NC2CCS(=O)(=O)C2)cc1OC (stereo not drawn)
(4) Cc1ccc2c(N)c(C)ccc2c1
(5) CCOC(=O)C1CCCN(CCC(=O)Nc2ccc3c(c2)CCC3)C1 (stereo not drawn)
(6) CCCc1nnc(NC(=O)COC(=O)c2cc(C)nc3ccccc23)s1
(7) O=C(COC(=O)c1ccc(Br)o1)Nc1ncc(Cl)cc1Cl

Screen / compound no.,1,2,3,4,5,6,7
EP2 modulator,-27,-2,-10,-38,6,-15&1,8
Hck Nef HTS,-27,0,6,1,3,1,27
EP2 antag,11,8,5,9,7,7&4,4
Calpain2 inh,-18,-3,5,-378,13,-30,-61
L929 necroptosis,-1.9,-0.1,0.2,0.0,0.0,0.2,4.0
14-3-3 Bad inh,-133,-9,-4[fluorescence artefact?],-22,5,4,-9
eIF4E 4G PPI,-18,1,7,1,3,0,6
TbHK1 inh,-4,1,-33,-2,0,1,6
Rad51 HR inh,3,0,3,8,-1,-1,25

The listing continues:
Below each SMILES – EP2 modulator	Hck Nef HTS	EP2 antag	Calpain2 inh	L929 necroptosis	14-3-3 Bad inh	eIF4E 4G PPI	TbHK1 inh	Rad51 HR inh
21) CC(OC(=O)c1ccc2c(=O)n3c(nc2c1)CCCCC3)C(=O)Nc1ncc(Cl)cc1Cl (stereo not drawn)
    9	4	4	-21	1.6	14	5	-5	-4
22) CC(NC(=O)COc1ccc(Oc2ccccc2)cc1)C(=O)O (stereo not drawn)
    -7	1	6	-14	0.2	5	7[fluorescence artefact?]	0	-4
23) O=C(O)/C=C/c1ccc(OCCCF)cc1
    9	25	2	12	3.5	1	1	2	14
24) O=C1CCc2cc(S(=O)(=O)N3CCN(C(=O)c4ccco4)CC3)ccc2N1
    -5	3	-1	14	1.5	0	-3	-6	4
25) Cc1cc(C)c2c(n1)sc1c(N3CCN(CCO)CC3)ncnc12
    15	5	7	3	0.5	-2	-1	-12	20
26) Cc1cc([N+](=O)[O-])cnc1N1CCOCC1
    30	1	8	18	0.7	3	1[fluorescence artefact?]	-20	5
27) COc1ccc(C2(C(=O)Nc3c(C)n(C)n(-c4ccccc4)c3=O)CCCC2)cc1OC
    15	6	24	-16	-0.7	9[fluorescence artefact?]	4	-7	9
28) COc1cc2c(cc1OC)C1=NC(=O)CN1C(SCc1ccccc1)=N2
    11	0	6	-392	2.0	40	-5	-9	-7
29) CC(=O)Nc1ccc2nc(NC(=O)COc3cccc(C)c3)sc2c1
    -70&-44	-19	14&6	-19	4.1	22	2	-1	1
30) COc1ccc(/C=N/NC(=O)CCCCCNC(=O)c2ccccc2)cc1
    -5	3	10	6	1.6	-6	-2	19	.
31) Cc1nnc(SCC(=O)Nc2ccc3c4c(cccc24)CC3)n1C
    4	1	13	-35	0.3	-1[fluorescence artefact?]	-1[fluorescence artefact?]	5	-8
32) COc1ccc(-c2csc(NC(C)=O)n2)cc1OC
    -15	2	4	-11	0.7	-5	8	2	0
33) COc1cc2c(cc1OC)C(C(=O)Nc1ccccc1N1CCN(C)CC1)C1c3ccccc3CCN1C2=O (stereo not drawn)
    -14	12	4	-18	0.5	-6	0	1	-6
34) CC1(c2ccccc2)NC(=O)N(NC(=O)CSc2n[nH]c(N)n2)C1=O (stereo not drawn)
    -6	18	0	-12	-0.3	-3	-8	-10	-5
35) Cc1cc(C(=O)N2CCN(Cc3ccc4c(c3)OCO4)CC2)cs1
    -25	-1	7	11	0.3	7[fluorescence artefact?]	-3	-1	.
36) Cc1cc(Br)ccc1SCC(=O)OCC(=O)c1c(N)n(C)c(=O)n(C)c1=O
    -33	-52	6	77*	0.5	-4	1	-11	1
37) CCn1cc(C(=O)N2CCN(c3ccccc3OC)CC2)c2cc(OC)c(OC)cc2c1=O
    11	0	7	29	-0.4	5	-1	-8	-9
38) C[n+]1cccc(CNC(=O)/C=N/O)c1
    1	-1	15	20	0.1	23[fluorescence artefact?]	-9[fluorescence artefact?]	6	4
39) COc1ccc(Nc2nc(N)nc(COc3ccc(OC)cc3)n2)cc1
    -21	0	9	-6	0.0	6	2	6	-7
40) Cc1ccc(/C=C/C(=O)NCCCN2CCN(CCCNC(=O)/C=C/c3ccc(C)cc3)CC2)cc1
    -3	2	13	-7	0.8	-10	0	-5	-3
41) CNS(=O)(=O)c1ccc2nc(NC(=O)c3ccc(N4C(=O)CCC4=O)cc3)sc2c1
    -16	21	8	-44	2.5	-6	-1	-34	-2
42) CN(C)c1cc(C(F)(F)F)nc(-c2ccccn2)n1
    9	1	8	-16	-0.2	0	1	-3	-3
43) COc1cccc(OC)c1C(=O)NN1CCCCC1
    13	-1	6	-35	0.3	2	-4	-1	.
44) Cc1ccc(C)n1-c1sc2c(c1C(=O)O)CCCC2
    32	19	6	-40	.	-10	10	32	.
45) CCOc1ccc(C(C)NC(=S)NC2CCCCC2)cc1 (stereo not drawn)
    -6	3	7	9	-0.3	-8	-1	6	1
46) COc1ccccc1NC(=O)N1CCC(C(=O)c2ccc(F)cc2)CC1
    8&-61	2	6&6	-13	0.3	5	3	3	2
47) Cc1ccc(/C=N/NC(=O)CNC(=O)c2ccc(S(=O)(=O)N3CCCC3)cc2)o1
    0	28	0	2	1.4	-3	-2	-9	-9
48) Clc1ccc(OCc2nc(-c3ccccn3)n[nH]2)cc1
    3	0	3	-36	-0.2	6[fluorescence artefact?]	0[fluorescence artefact?]	18	-1
49) COCCOC(=O)c1[nH]c2c(c1C)C(=O)C(C(=O)OC)C(C)C2 (stereo not drawn)
    28	1	6	9	-0.6	0	-1	3	-2
50) CCc1nc(N2CCCCC2)c2oc3ccccc3c2n1
    76*	1	8	-5	-0.3	38	8	-5	6
51) CCO[C@H]1OC(C(=O)NCc2ccccc2)=C[C@@H](c2cn(C(C)=O)c3ccccc23)[C@@H]1CCCO
    -30	-21	14	7	2.9	-2	-1	-16	-2
52) O=C1CN(C(=O)c2cc([N+](=O)[O-])ccc2Cl)C(c2ccc(F)cc2)c2cc(F)ccc2N1 (stereo not drawn)
    -17	-2	6	24	-1.3	35	-4	38	-19
53) S=C(Nc1ccc2nc(-c3ccccn3)c(-c3ccccn3)nc2c1)N1CCOCC1
    2	22	8	-49	0.5	-8	2	10	-14
54) O=C(O)CCC(=O)N1CCc2cc(S(=O)(=O)N(CCc3ccccc3)Cc3ccccc3)ccc21
    43	-1	4	-30	0.9	-10	-4	-4	1
55) C/C(=N\O)C(C)(C)Nc1ccccc1F
    36	22	7	9	0.6	-3	1	-7	1
56) CCCCOc1ccc(C2(C(=O)O)CCCC2)cc1
    27	1	11	8	2.4	3	5	5	0
57) c1ccc(SCc2nc(-c3ccncc3)no2)cc1
    -10	-2	4	22	-0.6	9	-3	1	1
58) O=C(c1ccc(F)cc1F)C1CCN(c2ccc([N+](=O)[O-])cn2)CC1
    -33	0	19	-8	0.7	15	1	-8	-5
59) COc1ccc(CCn2nnnc2C(c2ccccc2)N2CCN(C)CC2)cc1OC (stereo not drawn)
    -9	1	.	-20	-0.1	83*	2	2	.
60) O=C(NCC1CCCO1)c1sc2cc(Cl)ccc2c1Cl (stereo not drawn)
    -1	1	6	0	1.0	3	4	-1	-2

Structural class: the entries above containing two or more sulfur atoms.
Below each SMILES – EP2 modulator	Hck Nef HTS	EP2 antag	Calpain2 inh	L929 necroptosis	14-3-3 Bad inh	eIF4E 4G PPI	TbHK1 inh	Rad51 HR inh
11) COc1ccc(S(=O)(=O)N2CCOCC2)cc1NC(=O)CSc1nnc(C2CC2)n1N
    17	-19	1	13	1.5	1	-4	2	0
19) Cc1ccc(C(=O)Nc2ccc(S(=O)(=O)N3CCCC3)cc2)s1
    -17	-5	4	-5	19	-9	0	3	5
41) CNS(=O)(=O)c1ccc2nc(NC(=O)c3ccc(N4C(=O)CCC4=O)cc3)sc2c1
    -16	21	8	-44	2.5	-6	-1	-34	-2
